PMI inhibition: human PMI inhibitors, high substrate, primary screen, biochemical, fluorescence intensity, high mannose 6-phosphate (AID 1220); recombinant PMI enzyme, coupled fluorescence intensity; higher % means a stronger effect; 190,000 tested, 0.66% active; inhibition, % at 20 µM; hits with a dose series show IC50 in µM
XIAP antagonists: XIAP antagonists, biochemical, IAP family, fluorescence polarization (AID 1018). XIAP BIR domain, fluorescence polarization peptide displacement; higher % means a stronger effect. displacement, % at 20 µM; hits with a dose series show IC50 in µM. 200,000 tested, 0.007% active; in the data active means displacement above about 50%; further: a part of the inactive calls stands beside numbers as strong as those of hits
LYP phosphatase: PTPN22 lymphoid phosphatase activity blockers – biochemical, fluorescence intensity, uHTS (AID 1779). recombinant LYP phosphatase, fluorescence intensity; higher % means a stronger effect. inhibition, % at 11.5 µM, or IC50 in µM where a hit was titrated. 290,000 tested, 0.054% active;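 further: plate controls were vehicle with enzyme for no effect and no enzyme for full effect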
P. falciparum M17LAP: P. falciparum M17LAP inhibitors, primary screen, biochemical, fluorogenic H-Leu-NHMec substrate, 1536-well (AID 1619) | recombinant M17LAP, H-Leu-NHMec fluorogenic kinetic assay; higher % means a stronger effect | one-dose inhibition, % at 30 µM; IC50 in µM for titrated hits | 220,000 tested, 0.38% active;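 active means compound inhibiting the enzyme by more than half at any dose during confirmatory dose-response retesting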;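 further: plate controls were full reaction with DMSO carrier for no effect and no enzyme background for full effect; strong numbers were not always called active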
AID2073: inhibitors of Mint1-CaV2.2 protein interaction, biochemical, HTRF (AID 2073) | 290,000 tested, 0.19% active | inhibition, % at 20 µM, or IC50 in µM where a hit was titrated | HTRF protein-protein interaction, Mint1-CaV2.2; higher % means a stronger effect; in the data active means inhibition mostly above about 51%, no sharp cut-off; further: some results filed as inactive read as strong as hits
P. falciparum M1AAP: P. falciparum M1AAP inhibitors, biochemical, fluorogenic H-Leu-NHMec substrate, 1536-well (AID 1445). recombinant M1AAP, H-Leu-NHMec fluorogenic kinetic assay; higher % means a stronger effect. inhibition, % at 30 µM; hits with a dose series show IC50 in µM. 220,000 tested, 0.42% active;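 active means primary inhibition above the hit cutoff, then over 50% inhibition at one or more dose response concentrations, cut at about 23% in these data, passing the limit was not always enough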;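 further: plate controls were DMSO full reaction for no effect and no enzyme background for full effect; strong numbers were not always called active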
SIAH1 antagonists: Siah-1 peptide-binding antagonists, primary screen, biochemical, fluorescence polarization, rhodamine-plectin, uHTS (AID 1817); Siah-1 / rhodamine-plectin peptide fluorescence polarization; higher % means a stronger effect; displacement, % at 20 µM; hits with a dose series show IC50 in µM; 290,000 tested, 0.02% active;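 active means displacement of at least 50% at 20 µM, with a fluorescence ratio check between 0.3 and a set limit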;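 further: plate controls were Siah plus tracer with DMSO for no effect and tracer alone without Siah for full effect; strong numbers were not always called active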
Dynein transport: blocks dynein driven cargo transport along microtubules; 3617.4 mouse cells, GR-EGFP nuclear translocation imaging; test concentration mostly 20 µM; stimulated with dexamethasone, 1 µM; active compounds read low; z-score, hits read low; 220,000 tested, 0.47% active;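 active means plate z-score of nuclear minus cytoplasmic receptor signal below a set negative limit, without overly bright fluorescence or cell loss, cut at about -3.5 in these data, passing the limit was not always enough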;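 further: z-score of nuclear minus cytoplasmic ring GR-EGFP intensity difference per well; some compounds called inactive have numbers as strong as hits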
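Buffer or medium: tet-free medium with charcoal-stripped serum / Also added: dexamethasone agonist, 1.0 µM final, for 30 min / Timing: induction 48 h, compound 1 h, agonist 30 min / Measured by: high-content fluorescence imaging after fixation / Read-out: nuclear-to-cytoplasmic GR-EGFP distribution per well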
human PMI inhibition: MPI enzyme activity inhibition – biochemical, fluorescence intensity, coupled assay, primary screen (AID 1209); purified PMI enzyme, coupled fluorescence intensity; higher % means a stronger effect; inhibition, % at 20 µM, or IC50 in µM where a hit was titrated; 190,000 tested, 0.42% active;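 further: plate controls were DMSO vehicle for no effect and wells lacking substrate for full effect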
Dynein transport cytoplasmic EGFP: second read-out of Dynein transport, no call of its own (marks repeat the call); z-score; measured here: cytoplasmic GR-EGFP intensity; active compounds read high
Dynein transport nuclear GR-EGFP: recorded beside Dynein transport, whose call it bears; z-score; measured here: nuclear GR-EGFP intensity;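 lower value marks the stronger effect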
Dynein transport cell count: recorded beside Dynein transport, whose call it bears; z-score; measured here: cell count per field
* marks the source's active call; other numbers are inactive results; x = not tested or not shown. Unless noted, no stated cut-off is given here; in the data, active means inhibition above about 50%; inactive means the rest. Not a hit list; overall some 2.1% were active at least once.

nr | SMILES | PMI inhibition | XIAP antagonists | LYP phosphatase | P. falciparum M17LAP | AID2073 | P. falciparum M1AAP
1 | COc1ccc(C2/C=C\CN(S(=O)(=O)/C=C/c3ccccc3)[C@H](Cc3ccccc3)C(=O)N2Cc2ccc(F)cc2)cc1 (stereo partly specified) | x | x | -6% | -1% | -4% | 4%
2 | CCN(CC)CCOC(=O)c1ccc([N+](=O)[O-])cc1 | x | x | -12% | -13% | -5% | 3%
3 | O=C(N1CCCCC1)C12CC3CC(C1)CC(C(=O)N1CCCCC1)(C3)C2 | -1% | -3.4% | -10% | 3% | -4% | 12%
4 | Cc1cccc(/C=N/NC(=O)c2cc(-c3cccnc3)nc3ccccc23)c1 | 0% | -4.6% | -6% | -5% | -5% | 5%
5 | O=C(CN1CCCCC1)N/N=C/c1cc2ccccc2nc1Cl | -11% | -6.5% | 5% | 23% | 1% | 10%
6 | CCc1ccc(NC(=O)CN2CCc3ccccc3C2)cc1 | 0% | -6.2% | -6% | 30% | 1% | 7%
7 | COc1ccc(CCNC(=O)CSc2nnc3ccc(-c4cccnc4)nn23)cc1OC | -3% | -2.1% | -1% | 15% | -5% | 0%
8 | CCCc1nc(SCC(=O)Nc2ccccc2)c2c(=O)n(C)c(=O)n(C)c2n1 | 15% | -9.3% | -4% | -8% | -2% | 2%
9 | C=CCC1(C#N)C(SC)=NC2=C(C(=O)CC(C)(C)C2)C1c1ccc(Br)cc1 (stereo unspecified) | 8% | -9.3% | 5% | 0% | -2% | 2%
10 | N#CCC(=O)N1CCN(C=O)CC1 | -10% | -8.3% | -2% | -11% | 6% | 15%

nr | SIAH1 antagonists | Dynein transport | Dynein transport cytoplasmic EGFP | Dynein transport nuclear GR-EGFP | Dynein transport cell count | human PMI inhibition
1 | 1% | -0.52 | -0.72 | -0.29 | 0.23 | x
2 | -5% | 0.3 | -0.22 | 0.73 | -0.3 | x
3 | 4% | -1 | -0.11 | -0.18 | 0.13 | 6%
4 | -6% | 0.076 | -0.25 | 0.47 | -0.2 | -5%
5 | 0% | -1.3 | -0.16 | -0.67 | 0.36 | -3%
6 | 4% | -0.14 | -0.26 | -0.26 | -0.26 | 4%
7 | 7% | 1.3 | -0.27 | 0.42 | -0.85 | -7%
8 | 3% | -0.38 | -0.28 | -0.026 | 0.78 | 21%
9 | 16% | -1.4 | -0.15 | -0.73 | -0.08 | 12%
10 | 8% | -0.23 | 0.096 | -0.2 | -0.29 | -1%

Later entries.
nr | SMILES | PMI inhibition | XIAP antagonists | LYP phosphatase | P. falciparum M17LAP | AID2073 | P. falciparum M1AAP
11 | CCCCC(=O)Nc1cccc(NC(=O)CC)c1 | 2% | -3.4% | -2% | 8% | 10% | 3%
12 | COc1ccccc1-c1nc2n(n1)C(c1ccc(Cl)cc1)C(C(N)=O)=C(C)N2 (stereo unspecified) | -9% | -1.2% | -5% | -1% | -6% | 4%
13 | O=c1n(-c2ccccc2)c(=O)n2n1CCCC2 | 0% | -12% | 2% | 6% | 1% | -3%
14 | CCCCN1C(=O)C(=O)NC[C@@H]1C(C)CC (stereo partly specified) | x | x | -8% | 3% | 8% | 8%
15 | c1ccc2c(CSc3ncnc4nc[nH]c34)cccc2c1 | 7% | -8.4% | -8% | 8% | -4% | 10%
16 | COc1ccc(/C=C/C(=O)NNc2c(F)c(F)cc(F)c2F)cc1OC | 6% | -0.2% | -1% | -1% | -13% | -1%
17 | CN(CC(=O)NCc1cccs1)S(=O)(=O)c1cccc2cccnc12 | 8% | -2.5% | -3% | 8% | -1% | 0%
18 | COc1ccc(CCNc2oc(-c3ccc(C)cc3)nc2C#N)cc1OC | 8% | -7.0% | -6% | -3% | -5% | 12%
19 | CC1(C)CC(=O)C(C=NCCN2CCN(C(=O)CC3CCCC3)CC2)=C(O)C1 | -6% | 1.8% | -12% | 12% | -1% | 0%
20 | CC(=O)Nc1ccc2c(c1)C(=O)N(c1ccc(C)cc1)C2=O | -4% | -2.8% | -11% | -4% | 1% | 1%

nr | SIAH1 antagonists | Dynein transport | Dynein transport cytoplasmic EGFP | Dynein transport nuclear GR-EGFP | Dynein transport cell count | human PMI inhibition
11 | -7% | -0.5 | -0.27 | 0.0082 | 0.058 | 26%
12 | -4% | -0.27 | -0.24 | 0.082 | -0.77 | -10%
13 | 2% | 0.062 | -0.21 | 0.36 | -0.46 | 2%
14 | 3% | -0.51 | -0.81 | -0.088 | -0.12 | x
15 | 13% | -0.006 | -0.091 | -0.3 | 0.6 | 16%
16 | 2% | -0.074 | -0.19 | -0.88 | -1.2 | 4%
17 | -1% | 0.79 | -0.15 | 0.59 | -0.002 | 2%
18 | 2% | -1.2 | -0.22 | -0.28 | 0.99 | 4%
19 | 2% | -1.6 | -0.13 | -0.55 | 0.84 | -8%
20 | -2% | -0.59 | -0.28 | -0.38 | 2.2 | -2%

Next section:
nr | SMILES | PMI inhibition | XIAP antagonists | LYP phosphatase | P. falciparum M17LAP | AID2073 | P. falciparum M1AAP
21 | CC(NC(=O)Nc1cccc([N+](=O)[O-])c1)(C(F)(F)F)C(F)(F)F | 15% | -3.1% | -4% | 15% | 5% | 1%
22 | COc1ccc(C(=O)COC(=O)CNS(=O)(=O)c2ccc(C)cc2)cc1 | 3% | -3.7% | -1% | 1% | 4% | -2%
23 | CN(C)c1nc(NCc2ccccc2)nc(SCC(=O)Nc2ccccc2Cl)n1 | 6% | -9.9% | -6% | -15% | 1% | -6%
24 | CCOC(=O)C1=C(C)OC(N)=C(C#N)C1C1CCCCC1 (stereo unspecified) | 6% | -8.0% | -9% | 0% | -14% | -5%
25 | COc1ccc(N2C(=O)C(CC(=O)Nc3ccc(Cl)cc3)N(NC(=O)c3cccc(F)c3)C2=S)cc1 (stereo unspecified) | x | x | -4% | 11% | -2% | 6%
26 | O=C(CNC(=O)c1ccccc1F)OCC(=O)N1CCCCC1 | 5% | -3.4% | -5% | 0% | 21% | -2%
27 | N#Cc1ccccc1NC(=O)Nc1cccc(Cl)c1 | 15% | 0.6% | 1% | -33% | -2% | 18%
28 | COc1ccc(CNCCc2ccccc2)cc1OCC(N)=O | -7% | -3.7% | 4% | 0% | 7% | -1%
29 | CC1=C(C(=O)OC(C)C)C(c2ccc(C)o2)C(C(=O)OC(C)C)=C(C)N1 | x | x | -2% | -14% | -2% | -3%
30 | CCC1=NN(C(=O)Cc2ccc([N+](=O)[O-])cc2)C(O)(c2ccncc2)C1 (stereo unspecified) | -1% | -4.5% | -5% | 4% | -8% | 2%

nr | SIAH1 antagonists | Dynein transport | Dynein transport cytoplasmic EGFP | Dynein transport nuclear GR-EGFP | Dynein transport cell count | human PMI inhibition
21 | 0% | -0.29 | -0.19 | 0.39 | 0.28 | 18%
22 | 5% | -0.44 | -0.26 | -0.3 | 0.44 | 8%
23 | 2% | 0.029 | -0.31 | -0.2 | -0.23 | 21%
24 | -2% | 0.66 | -0.11 | 1 | -1.3 | 4%
25 | 6% | -0.4 | -0.16 | 0.56 | 0.048 | x
26 | 2% | -0.23 | -0.074 | -0.32 | -1.2 | 1%
27 | 12% | -0.99 | -0.36 | -0.32 | 0.8 | 14%
28 | 3% | -0.24 | -0.002 | -0.2 | 0.066 | -1%
29 | -3% | -1.2 | -0.23 | -0.2 | 0.55 | x
30 | 2% | -0.021 | -0.0066 | -0.052 | -0.2 | 5%

Shown with each value named: entries from further up.
[15] c1ccc2c(CSc3ncnc4nc[nH]c34)cccc2c1
  PMI inhibition: 7%	XIAP antagonists: -8.4%	LYP phosphatase: -8%	P. falciparum M17LAP: 8%	AID2073: -4%	P. falciparum M1AAP: 10%	SIAH1 antagonists: 13%	Dynein transport: -0.006	Dynein transport cytoplasmic EGFP: -0.091	Dynein transport nuclear GR-EGFP: -0.3	Dynein transport cell count: 0.6	human PMI inhibition: 16%
[16] COc1ccc(/C=C/C(=O)NNc2c(F)c(F)cc(F)c2F)cc1OC
  PMI inhibition: 6%	XIAP antagonists: -0.2%	LYP phosphatase: -1%	P. falciparum M17LAP: -1%	AID2073: -13%	P. falciparum M1AAP: -1%	SIAH1 antagonists: 2%	Dynein transport: -0.074	Dynein transport cytoplasmic EGFP: -0.19	Dynein transport nuclear GR-EGFP: -0.88	Dynein transport cell count: -1.2	human PMI inhibition: 4%
[17] CN(CC(=O)NCc1cccs1)S(=O)(=O)c1cccc2cccnc12
  PMI inhibition: 8%	XIAP antagonists: -2.5%	LYP phosphatase: -3%	P. falciparum M17LAP: 8%	AID2073: -1%	P. falciparum M1AAP: 0%	SIAH1 antagonists: -1%	Dynein transport: 0.79	Dynein transport cytoplasmic EGFP: -0.15	Dynein transport nuclear GR-EGFP: 0.59	Dynein transport cell count: -0.002	human PMI inhibition: 2%
[18] COc1ccc(CCNc2oc(-c3ccc(C)cc3)nc2C#N)cc1OC
  PMI inhibition: 8%	XIAP antagonists: -7.0%	LYP phosphatase: -6%	P. falciparum M17LAP: -3%	AID2073: -5%	P. falciparum M1AAP: 12%	SIAH1 antagonists: 2%	Dynein transport: -1.2	Dynein transport cytoplasmic EGFP: -0.22	Dynein transport nuclear GR-EGFP: -0.28	Dynein transport cell count: 0.99	human PMI inhibition: 4%

More compounds:
nr | SMILES | PMI inhibition | XIAP antagonists | LYP phosphatase | P. falciparum M17LAP | AID2073 | P. falciparum M1AAP
31 | Cc1ccc(C2C3C(=O)N(c4ccccc4)C(=O)C3N3CCCN23)cc1 (stereo unspecified) | x | x | -2% | -1% | 2% | 6%
32 | S=c1[nH]ncn1/N=C/c1ccccc1 | 1% | 1.2% | -6% | 16% | -15% | 7%
33 | N#Cc1ccc(N2CCc3ccccc3C2)c([N+](=O)[O-])c1 | 14% | -10% | -3% | 8% | -2% | 12%
34 | CC(NC(=O)c1ccccc1NS(C)(=O)=O)c1ccccc1 (stereo unspecified) | 7% | -3.4% | -1% | -26% | 8% | 1%
35 | CCCN1CCC(N2CCN(c3cccc(C(F)(F)F)c3)CC2)CC1 | -11% | -3.0% | -11% | 0% | -2% | 21%
36 | CS(=O)(=O)Nc1ccc2[nH]c(=O)[nH]c2c1 | 5% | -2.4% | -5% | -2% | -8% | 6%

nr | SIAH1 antagonists | Dynein transport | Dynein transport cytoplasmic EGFP | Dynein transport nuclear GR-EGFP | Dynein transport cell count | human PMI inhibition
31 | 0% | -0.84 | -0.091 | -0.39 | 0.19 | x
32 | 4% | 0.22 | -0.41 | 0.26 | 0.099 | -1%
33 | 0% | -0.63 | -0.14 | -0.018 | 1.1 | 19%
34 | -1% | 2.2 | -0.25 | 1.7 | -1.3 | 12%
35 | 1% | -0.086 | -0.2 | 0.28 | 0.4 | 2%
36 | 5% | -0.32 | -0.23 | -0.15 | 0.81 | 3%

Screening data: PubChem BioAssay, several laboratories
